LANA DNA inh: inhibitors of KSHV LANA C-terminal domain DNA binding; inhibition, % at 9 µM; hit rate 0.078% among 340,000; MBP-C-LANA/FAM-LBS DNA binding, fluorescence polarization; AID 504423;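 active = highest replicate inhibition at or above 60% at 9 µM, even if other replicates fall short; inactive = all replicates below 60% inhibition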;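 also: 0% = neutral control wells and 100% = 4 µM acridine orange control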
Arrestin-AP2 inh: human beta-arrestin and AP2 interaction inhibition; FITC-arrestin peptide / GST-AP2 beads, flow cytometry; AP2 beta2 appendage carries R879A mutation; inhibition, % at 10 µM; hit rate 0.31% among 340,000;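 active = inhibition above a set limit, near 3 SD of compounds lacking own fluorescence, cut at about 54% in these data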;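 also: plate controls were DMSO wells for no effect and 5 µM unlabelled arrestin peptide for full effect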
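Material – GST-tagged AP2 beta2-adaptin appendage (R879A) on 4 µm glutathione beads · Probe or stimulus – fluorescein-tagged arrestin peptide at 50 nM final · Timing – 12 min plus 1 h, RT · Detection – bead flow cytometry, FITC channel · Read-out basis – inhibition as reduced fluorescein signal on beads, percent · Medium – PBS plus Tween 20 (0.05%) and BSA (0.1%)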
V-ATPase pHluor: yeast V-ATPase proton transport regulation by pHLuorin; S. cerevisiae, pHLuorin cytosolic pH fluorescence; response, % at 10 µM; hit rate 0.37% among 350,000; AID 504577; in the data active = response mostly above about 7.3%, no sharp cut-off; inactive = mostly below about 5.4%; also: actives read high; inactives centre near 0; some compounds called inactive have numbers as strong as hits; reference of the scale not given here
MOR-DOR ag: agonists of human mu-delta opioid receptor heterodimerization | cells, OPRM1-OPRD1 heterodimerization, luminescence | hit rate 0.3% among 340,000 | AID 504326 | activation, % at 9.3 µM | P35372+P41143; in the data active = activation above about 18%;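 also: 0% = vehicle-treated cells and 100% = reference agonist; values of inactives mirror those of a sister screen read the other way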
Target sequence (P35372 whole entry, looked up): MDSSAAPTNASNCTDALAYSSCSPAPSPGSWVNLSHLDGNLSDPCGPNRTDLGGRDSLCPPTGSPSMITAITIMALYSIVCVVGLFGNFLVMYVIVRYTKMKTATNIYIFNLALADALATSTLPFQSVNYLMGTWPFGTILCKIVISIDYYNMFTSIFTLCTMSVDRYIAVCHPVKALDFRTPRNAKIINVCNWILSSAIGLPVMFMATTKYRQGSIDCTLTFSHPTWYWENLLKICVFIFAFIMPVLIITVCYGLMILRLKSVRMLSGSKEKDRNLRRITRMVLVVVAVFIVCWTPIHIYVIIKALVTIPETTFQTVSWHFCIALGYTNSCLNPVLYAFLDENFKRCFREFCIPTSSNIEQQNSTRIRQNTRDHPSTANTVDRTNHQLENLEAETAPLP
Target sequence (P41143 whole entry, looked up): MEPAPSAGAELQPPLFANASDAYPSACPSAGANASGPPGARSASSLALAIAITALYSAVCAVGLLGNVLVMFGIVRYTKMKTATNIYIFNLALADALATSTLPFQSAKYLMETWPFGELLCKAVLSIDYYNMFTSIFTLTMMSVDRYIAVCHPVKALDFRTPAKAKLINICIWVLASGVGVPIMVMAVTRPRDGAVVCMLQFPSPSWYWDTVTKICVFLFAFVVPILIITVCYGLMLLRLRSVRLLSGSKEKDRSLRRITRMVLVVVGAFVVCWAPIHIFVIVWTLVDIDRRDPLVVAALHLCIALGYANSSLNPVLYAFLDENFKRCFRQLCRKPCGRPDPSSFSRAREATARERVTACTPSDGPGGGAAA
Wnt bcat act: activates Wnt/beta-catenin signaling in a reporter cell assay; activator, plate reader; activation, % at 9.35 µM; hit rate 1.2% among 300,000; in the data active = activation above about 30%, passing the limit was not always enough;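 also: 0% = neutral control wells and 100% = positive control wells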
OPRM1-OPRD1 inv: mu-delta opioid heterodimer inverse agonism; P35372+P41143; cell-based MOR-DOR heterodimer luminescence; inhibition, % at 9.3 µM; hit rate 0.21% among 340,000; in the data active = inhibition above about 22%, passing the limit was not always enough;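 also: 0% = cells with DMSO and 100% = wells without cells with DMSO; values of inactives mirror those of a sister screen read the other way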
DSG3 Ab inh: inhibitors of pemphigus antibody binding to human desmoglein-3. hit rate 0.48% among 310,000. AID 588358. binding (percent of control), % at 10 µM. P32926. DSG3-coupled beads, scFv-anti-DSG3-GFP binding, flow cytometry; hits give low values;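 active = binding more than 3 SD below its plate's average and above zero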;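 also: hits lower antibody fragment binding to DSG3; some compounds called inactive have numbers as strong as hits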
Cardiac RTF inh: cardiac RTF calcium desensitization; P19429+P45379; AID 493244; hit rate 0.12% among 340,000; IANBD-labeled cardiac RTF, Ca2+ fluorescence; inhibition, % at 7.15 µM;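 active = inhibition above the mean inhibition of all tested compounds plus 3 SD, cut at about 17% in these data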;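 also: assay run at fixed EC70 calcium of 1.6 mM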
Keap1 Nrf2 FP: Keap1-Nrf2 (human) interaction inhibition; inhibition, % at 9.4 µM; Keap1 Kelch-Nrf2 peptide fluorescence polarization, 1536-well; hit rate 0.15% among 340,000; in the data active = inhibition above about 12%;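 also: human Keap1 Kelch domain with fluorescein labeled Nrf2 9mer peptide probe; 0% = neutral control wells and 100% = peptide positive control; higher means more block of Keap1 binding to Nrf2 peptide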
RTF Ca sens act: cardiac RTF calcium sensitization; IANBD-labeled TnC RTF fluorescence at EC20 calcium; 0% EC20 calcium, 100% full calcium; activation, % at 7.2 µM; P19429+P45379; hit rate 0.24% among 340,000; AID 493008;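 active = activation above the mean over all tested compounds plus 3 SD, cut at about 30% in these data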;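 also: rise in fluorescence read as greater calcium sensitivity of cardiac thin filaments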
* = called active by the depositor; nt = not tested or not shown.

SMILES | LANA DNA inh | Arrestin-AP2 inh | V-ATPase pHluor | MOR-DOR ag | Wnt bcat act | OPRM1-OPRD1 inv | DSG3 Ab inh | Cardiac RTF inh | Keap1 Nrf2 FP | RTF Ca sens act
CC1(C)Oc2ccc3ccc(=O)oc3c2/C(=C/NCCO)C1=O | -2.9 | 1 | 4 | -2.2 | nt | 10 | 106 | -6 | -6 | -9
COc1ccc(CNc2nc3nc(C)cc(C)n3n2)cc1OC | -1.8 | 7 | -7 | -2.6 | nt | 13 | 106 | -1 | 2 | -4
O=C(Nc1ccccc1)/C(=C/c1cccnc1)NC(=O)c1ccco1 | 0.5 | -3 | 1 | -0.1 | -4 | 1 | 92 | -16 | 4 | -3
CC(C)(C)OC(=O)N1CCC[C@H]1c1nnc(SCc2ccccc2)o1 | nt | 16 | 0 | nt | -7 | nt | 99 | nt | nt | nt
COc1ccc(C2CC(=O)C=C(NCc3ccc4c(c3)OCO4)C2)cc1 (centres undefined) | -1.0 | 8 | -1 | -2.1 | 3 | 10 | nt | -5 | -4 | -2
O=c1[nH]c(CN2CCN(C/C=C/c3ccccc3)CC2)nc2ccccc12 | 0.7 | 0 | -1 | -1.6 | -3 | 8 | nt | -4 | 2 | -1
COc1ccc(-c2nn(-c3ccccc3)cc2C(=O)Nc2ccc(C(=O)O)cc2)cc1OC | 0.1 | 20 | 4 | -0.6 | 19 | 3 | 105 | -6 | -2 | 4
O=C(COC(=O)c1n[nH]c2ccccc12)NCCc1ccccc1 | -0.7 | 5 | 0 | -3.5 | -3 | 18 | 119 | -16 | -6 | 1
Cc1onc(-c2ccccc2)c1C(=O)N1CCN(c2ccccc2F)CC1 | -0.7 | 22 | 0 | -1.1 | 0 | 8 | nt | -7 | -1 | 6
Cc1c(C(=O)Nc2cccc(F)c2)cnn1-c1ccccc1 | 0.7 | 1 | 3 | -2.1 | 23 | 10 | 95 | 3 | -4 | -4
Cc1csc(=O)n1CC(=O)OCC(=O)NCc1ccc(Cl)cc1Cl | -0.5 | 0 | -2 | -1.5 | 0 | 8 | 102 | 5 | 5 | -6
Cc1ccc(S(=O)(=O)N(C)CC(=O)Nc2ccc3c(c2)OCO3)cc1 | -1.0 | 28 | -3 | 1.8 | 3 | -14 | 102 | -7 | -3 | -3
Cc1ccc(CNC(=O)C2(c3cccs3)CCOCC2)cc1 | -1.0 | 9 | -2 | -2.0 | nt | 11 | 136 | -3 | -2 | -7
COc1ccc(C(C(=O)NCCC(C)C)N(CCO)C(=O)c2snc(C(N)=O)c2N)cc1OC (centres undefined) | 1.2 | 15 | 0 | -0.2 | 0 | 1 | 108 | -13 | 1 | 1
COc1ccc(CCNC(=O)C2CCC(=O)N(C3CC3)C2)c(OC)c1 (centres undefined) | 1.0 | -11 | -2 | -1.3 | -2 | 7 | 99 | -7 | 1 | 7
Cc1ccc(C(=O)OC(C)C(=O)Nc2ccc3c(c2)OCO3)c(O)c1 (centres undefined) | -0.5 | 6 | -6 | 0.7 | -6 | -4 | 338 | -2 | -2 | -2
Cc1ccc2c(c1)c1nnc(SCC(=O)Nc3ccccc3C(F)(F)F)nc1n2CC(=O)O | 1.3 | 4 | -1 | 1.0 | -2 | -5 | 91 | -11 | -2 | 5
CCc1ccc(C(C)NC(=O)Cn2cnc3c(=O)n(C)c(=O)n(C)c32)cc1 (centres undefined) | 1.4 | 9 | -4 | nt | -9 | nt | 120 | 1 | -6 | -5
CCOc1ccc(Nc2oc(-c3cccc(Cl)c3)nc2C#N)cc1 | -1.2 | 4 | 0 | -1.6 | nt | 9 | 99 | 0 | -1 | 3
O=C(CN1CCN(S(=O)(=O)c2ccc(F)cc2)CC1)N1CCOCC1 | -3.4 | -17 | 0 | -2.9 | 0 | 16 | 114 | -1 | 1 | 3
COc1cccc(CN(C)C(=O)Nc2cccc(C(F)(F)F)c2)c1OC | 2.2 | -1 | -4 | 0.7 | -3 | -4 | 102 | 2 | 3 | 0
CCCCCN(C(=O)CCC(=O)OC(C)C(=O)c1ccc(CC)cc1)c1c(N)n(CCCC)c(=O)[nH]c1=O (centres undefined) | 2.1 | -5 | -3 | -4.4 | -1 | 17 | nt | -1 | -1 | 1
CCC(=O)Nc1cccc(NC(=O)c2cccc([N+](=O)[O-])c2)c1 | -2.4 | 2 | -1 | 1.9 | -1 | -10 | 102 | 1 | -5 | 4
Cc1nc2ccc(Cl)cc2c(-c2ccccc2)c1CC(=O)O | 2.2 | 2 | -2 | -1.8 | -2 | 10 | 94 | 6 | 1 | 0
Cc1cccc(N(CC(=O)NC2CCCCC2)C(=O)CCCC(=O)Nc2ccccn2)c1 | 0.8 | -2 | -1 | -2.8 | -2 | 12 | 104 | -3 | -1 | -4

A different layout for part of the listing above:
Below each compound – LANA DNA inh, Arrestin-AP2 inh, V-ATPase pHluor, MOR-DOR ag, Wnt bcat act, OPRM1-OPRD1 inv, DSG3 Ab inh, Cardiac RTF inh, Keap1 Nrf2 FP, RTF Ca sens act
CC1(C)Oc2ccc3ccc(=O)oc3c2/C(=C/NCCO)C1=O
 : -2.9, 1, 4, -2.2, nt, 10, 106, -6, -6, -9
COc1ccc(CNc2nc3nc(C)cc(C)n3n2)cc1OC
 : -1.8, 7, -7, -2.6, nt, 13, 106, -1, 2, -4
O=C(Nc1ccccc1)/C(=C/c1cccnc1)NC(=O)c1ccco1
 : 0.5, -3, 1, -0.1, -4, 1, 92, -16, 4, -3
CC(C)(C)OC(=O)N1CCC[C@H]1c1nnc(SCc2ccccc2)o1
 : nt, 16, 0, nt, -7, nt, 99, nt, nt, nt
COc1ccc(C2CC(=O)C=C(NCc3ccc4c(c3)OCO4)C2)cc1 (centres undefined)
 : -1.0, 8, -1, -2.1, 3, 10, nt, -5, -4, -2
O=c1[nH]c(CN2CCN(C/C=C/c3ccccc3)CC2)nc2ccccc12
 : 0.7, 0, -1, -1.6, -3, 8, nt, -4, 2, -1
COc1ccc(-c2nn(-c3ccccc3)cc2C(=O)Nc2ccc(C(=O)O)cc2)cc1OC
 : 0.1, 20, 4, -0.6, 19, 3, 105, -6, -2, 4
O=C(COC(=O)c1n[nH]c2ccccc12)NCCc1ccccc1
 : -0.7, 5, 0, -3.5, -3, 18, 119, -16, -6, 1
Cc1onc(-c2ccccc2)c1C(=O)N1CCN(c2ccccc2F)CC1
 : -0.7, 22, 0, -1.1, 0, 8, nt, -7, -1, 6

The list goes on:
SMILES | LANA DNA inh | Arrestin-AP2 inh | V-ATPase pHluor | MOR-DOR ag | Wnt bcat act | OPRM1-OPRD1 inv | DSG3 Ab inh | Cardiac RTF inh | Keap1 Nrf2 FP | RTF Ca sens act
O=S(=O)(NCCNS(=O)(=O)c1c(F)cccc1F)c1ccc2c(c1)OCCO2 | 1.2 | -13 | -2 | -1.9 | -3 | 10 | 106 | -8 | 2 | 4
COc1ccc(/C(O)=C2/C(=O)C(=O)N(Cc3ccco3)C2c2cccs2)cc1 (centres undefined) | 1.4 | 5 | 4 | -0.8 | -5 | 4 | 82 | -18 | 5 | -1
CN1CCCNc2nc3ccccc3nc21 | -0.5 | -3 | 3 | -0.8 | -2 | 4 | 86 | 0 | 1 | 3
Cc1oc2ccc(OCC(N)=O)cc2c1C(=O)OC(C)C | 0.2 | 25 | 3 | 0.2 | -7 | -1 | 99 | -15 | 2 | -1
COc1cccc(CNC(=O)COC(=O)CNC(=O)c2ccc(-c3ccccc3)cc2)c1 | -0.9 | -8 | 11 | -1.2 | 1 | 5 | nt | -7 | 4 | -3
CC(=O)NCCc1ccc(C(=O)COC(=O)c2cc(C)oc2C)cc1 | -2.5 | -12 | -1 | -1.5 | 37* | 8 | 88 | -8 | -1 | -5
Cc1cccc(-c2c(NC(=O)c3ccco3)oc3c(C)cccc3c2=O)c1 | -1.0 | -1 | 2 | -3.3 | 0 | 16 | 99 | 1 | 3 | 0
COc1cccc2c1OC1(C)CC2NC(=O)N1Cc1ccccc1 (centres undefined) | -0.4 | 4 | 3 | 2.0 | -1 | -12 | 95 | -5 | -6 | 17
C[C@H](CO)N1C[C@H](C)[C@@H](CN(C)C(=O)NC2CCCCC2)Oc2c(NC(=O)Cc3ccccc3)cccc2C1=O | -0.7 | 1 | 1 | -0.9 | 0 | 5 | 108 | 7 | -3 | 5
CC(C)(C)c1ccc(OCc2nnc(SCC(N)=O)n2N)cc1 | -0.4 | 11 | 1 | -3.0 | 1 | 14 | 115 | 0 | -1 | 6
CCOC(=O)C(NC(=O)c1ccccc1)C(C)(C)SCc1ccccc1 (centres undefined) | -0.9 | 1 | -1 | 4.1 | -2 | -20 | 93 | -4 | 0 | -5
CCOC(=O)C1CCCN(c2c(NCCc3ccc(S(N)(=O)=O)cc3)c(=O)c2=O)C1 (centres undefined) | -0.3 | 3 | -1 | -1.7 | -2 | 10 | 102 | -2 | -6 | 2
O=C(NCCCn1ccnc1)c1cnn2c1NC(c1ccccc1)CC2C(F)(F)F (centres undefined) | -1.5 | -11 | 1 | -3.5 | 3 | 16 | nt | -4 | 0 | 1
CN1C2CCC1CC(NS(=O)(=O)c1cccc(C(F)(F)F)c1)C2 (centres undefined) | -0.1 | -10 | 2 | -1.6 | -2 | 11 | 106 | -2 | -1 | 2
COCc1cc(C)nc(SCC(=O)Nc2cc(C(F)(F)F)ccc2N2CCOCC2)c1C#N | 0.5 | 2 | -3 | 0.2 | -4 | -1 | 112 | -1 | -2 | 1
CC(C)OCCCNC(=O)CCC(=O)NNc1nc2ccccc2c2nc(-c3ccccc3)nn12 | 0.8 | 7 | -2 | -1.9 | -6 | 12 | 91 | -38 | -2 | -4
CCCCN(C)C(=S)Nc1ccc2nc3n(c(=O)c2c1)CCCCC3 | -1.0 | -20 | -3 | -2.0 | -1 | 10 | 102 | 4 | -2 | -4
COc1cc(-c2nnc3n2N=C(c2ccccc2)CS3)cc(OC)c1OC | -0.4 | 21 | -2 | -1.8 | nt | 11 | 106 | -13 | -1 | 2
COC(=O)c1cn(NC(=O)Cc2ccccc2Br)c(=O)c2ccccc12 | 0.8 | -3 | 9.1* | -1.6 | 8 | 8 | 97 | -14 | -5 | 12
CC1CCC(NC(=O)C2CCN(S(=O)(=O)c3cccc4nonc34)CC2)CC1 (centres undefined) | 1.8 | 2 | 0 | -1.5 | -4 | 8 | 97 | -14 | -1 | -5
COc1ccccc1C1C2=C(CCCC2=O)N(CC(=O)O)C2=C1C(=O)CCC2 | 1.1 | 7 | -1 | 0.1 | 1 | -1 | 115 | -14 | -7 | -1
O=C(CCNC(=O)c1ccc(Cl)cc1)Nc1ccccc1Cl | 0.5 | 7 | 6 | 0.3 | -1 | -1 | 106 | 0 | 0 | 2
COc1ccc2nc(NC(=O)CCN3C(=S)NC(C)(C)CC3C)sc2c1 (centres undefined) | 0.1 | -5 | -2 | -3.4 | 1 | 18 | 107 | 6 | 0 | -4

Bioassay records (PubChem BioAssay)

Rows are unselected; overall some 3.1% were active at least once.
